Compound activity: PubChem, National Center for Advancing Translational Sciences (NCATS)
KB-V1 cytotox = qHTS assay for MDR1-selective chemotherapeutics: Primary screen using the drug-selected MDR subline cells KB-V1; KB-V1 MDR cells viability, CellTiter-Glo, 72 h; Potency, µM (doses to about 46.1 µM), for the others: top-dose activity change, negative = cytotoxicity, actives largely listed as cytotoxic; actives 3.4% (n = 400,000); AID 1347076, 2019; note: potency is the fitted concentration of half-maximal effect; % is set by controls: 0 for no effect and ±100 for the full control effect; nearly all actives have a fitted effect of over 60% in size
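KB-V1 cells (P-gp-expressing MDR subline of KB-3-1) in phenol-red-free DMEM with 10% FBS were exposed to library compounds over a concentration series for 72 h at 37 degrees C. Viability read by CellTiter-Glo luminescence; concentration-effect curves fitted after normalization.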
KB-3-1 cytotox = qHTS assay for MDR1-selective chemotherapeutics: Primary screen using the parental adenocarcinoma cell KB-3-1; KB-3-1 viability, CellTiter-Glo ATP luminescence, 72 h; Potency, µM (highest dose often 46.1 µM), for inactives: at the top dose activity change, negative = cytotoxic, hits mostly cytotoxic; actives 1.4% (n = 400,000); note: potency is the fitted concentration of half-maximal effect; % is set by controls: 0 for no effect and ±100 for the full control effect; nearly all actives have a fitted effect of over 60% in size
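Parental KB-3-1 viability, qHTS format: 72 h compound exposure, 37 °C; CellTiter-Glo; media-only wells and DMSO plates as controls; concentration-effect fits on corrected data.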
MCF10A rereplic = A quantitative high throughput screen for small molecules that induce DNA re-replication in MCF 10a normal breast cells; AID 624296, 2012; MCF 10A DNA re-replication, Hoechst nuclear intensity, 48 h; Potency, µM (series often up to 46.1 µM), for the others: at the top dose activity, positive = re-replication, most hits filed as activators; actives 2.9% (n = 350,000); note: potency is the fitted concentration of half-maximal effect; % of control where 0% means no effect; nearly all actives have a fitted effect of over 50% in size
HT1080NT lethal = qHTS for induction of synthetic lethality in tumor cells producing 2HG: qHTS for the HT-1080-NT fibrosarcoma cell line; HT-1080-NT fibrosarcoma viability, CellTiter-Glo ATP luminescence, 48 h; AID 686970, 2013; actives 1.6% (n = 360,000); Potency, µM (top dose mostly 46.1 µM), for inactives: top-dose activity, negative = less viability, usual class: cytotoxic;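 note: NT is the 2HG producing partner of a matched IDH1 knockdown line; potency is the fitted concentration of half-maximal effect; 0% = DMSO-treated cells and -100% = media-only wells without cells; nearly all actives have a fitted effect of over 55% in size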
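HT-1080-NT fibrosarcoma cells (2HG-overproducing), 750 cells/well in RPMI with 5% FBS, dosed after 2 h and incubated 48 h at 37C. CellTiter-Glo luminescence normalized to DMSO and no-cell wells; concentration-response curves fitted and classed.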
WRN inhibitor = qHTS for Inhibitors of WRN Helicase | Bifunctional 3'-5' exonuclease/ATP-dependent helicase WRN (Homo sapiens), Q14191 | WRN helicase unwinding, fluorescent forked duplex, kinetic | Potency, µM (titrated, usually from 114 µM), for the others: at the top dose activity change, negative = inhibition, most hits filed as inhibitors | actives 0.46% (n = 360,000); note: potency is the fitted concentration of half-maximal effect; % is set by controls: 0 for no effect and ±100 for the full control effect; nearly all actives have a fitted effect of over 55% in size
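WRN at 20 nM final preincubated with compound 15 min at room temperature; reaction started with 100 nM fluorophore/quencher forked duplex oligonucleotide and 2 mM ATP final. Unwinding followed kinetically by red fluorescence (ex 525, em 598 nm).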
ATXN2 expr inh = Primary qHTS for Inhibitors of ATXN expression. Potency, µM (series often up to 57 µM), inactives show at the highest dose activity change, negative = inhibition, usual class: inhibitors. actives 0.72% (n = 360,000). HEK-293 ATXN2-luciferase reporter, luminescence, 24 h. AID 1745845, 2022; note: potency is the fitted concentration of half-maximal effect; % is set by controls: 0 for no effect and ±100 for the full control effect; nearly all actives have a fitted effect of over 55% in size
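qHTS (up to 57 uM final) was run with 24 h compound exposure of reporter cells at 37 °C. Each well was multiplexed: SteadyGlo luminescence measured ATXN2-luciferase expression after a fluorogenic Gly-Phe-AFC viability readout (25 uM final).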
IL1B secr inh = qHTS for Inhibitors of Inflammasome Signaling: IL-1-beta AlphaLISA Primary Screen; THP-1 LPS/ATP IL-1B secretion, AlphaLISA, 16 h; active compounds read low; activity change, % at 57.5 µM; actives 4.7% (n = 360,000); AID 743279, 2014; in the data active = activity change below about -50%; inconclusive = mostly about -30% to -49%; note: % is set by controls: 0 for no effect and ±100 for the full control effect
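Secreted IL-1B measured by AlphaLISA bead assay after 16 h compound exposure of THP-1 cells; compounds (final up to 57.5 uM) added 1 h before LPS (250 ng/mL) and ATP (1.25 mM) stimulation; lower signal means less secretion.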
HT1080 IDH1KD tx = qHTS for induction of synthetic lethality in tumor cells producing 2HG: qHTS for the HT-1080-IDH1KD cell line; actives 2% (n = 360,000); HT-1080 IDH1 knockdown viability, ATP luminescence, 48 h; Potency, µM (titrated, usually from 46.1 µM), for the others: at the top dose activity, negative = toxicity, usual class: cytotoxic; AID 686971, 2013;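 note: potency is the fitted concentration of half-maximal effect; 0% = DMSO wells and -100% = cell-free medium wells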
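After a 2 h attachment period, IDH1KD HT-1080 cells took pin-transferred compound for 48 h at 37 °C; ATP-based luminescence after 10 min room-temperature reagent incubation reported viability.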
SW480 rerep = A quantitative high throughput screen for small molecules that induce DNA re-replication in SW480 colon adenocarcinoma cells; actives 1.8% (n = 340,000); SW480 DNA re-replication, Hoechst DNA content imaging, 48 h; Potency, µM (highest dose often 46.1 µM), for inactives: at the highest dose re-replication activation, hits mostly activators; note: potency is the fitted concentration of half-maximal effect; % of control where 0% means no effect; nearly all actives have a fitted effect of over 55% in size
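DNA re-replication was detected as more nuclei of elevated Hoechst intensity after 48 hr exposure to compound (23 nL pinned per well of 250 cells).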
An asterisk follows results filed as active; u = inconclusive; x = not tested or not shown; & = joins results of further samples; ! = repeats disagree; [ ] = another dose, or the depositor's remark. Unless noted, calls come from the whole dose curve; as a rule, active = well fitted curve in the direction sought with a large enough effect; inconclusive = small, poorly fitted or top-dose-only effect, or another doubt; inactive = no such curve, though single readings can be large; an effect the other way counts as inactive or inconclusive.

SMILES | KB-V1 cytotox | KB-3-1 cytotox | MCF10A rereplic | HT1080NT lethal | WRN inhibitor | ATXN2 expr inh | IL1B secr inh | HT1080 IDH1KD tx | SW480 rerep
NNC(=O)CCN(Cc1ccco1)S(=O)(=O)c1ccc(Cl)cc1 | 0% | 1% | 0% | -2% | -4% | -13% | -20 | 2% | -2%
O=[N+]([O-])c1cccc(-c2n[nH]c(=S)n2Cc2ccccc2)c1 | 25% | 0% | 20% | 11% | -10% | 2% | 23 | 2% | 1%
C=CCn1c(-c2ccoc2)n[nH]c1=S | 13% | 3% | -3% | 1% | -15% | -4% | 20 | -5% | -8%
Cc1cccc(-c2nc(CS(=O)CC(=O)NC3CCCCC3)c(C)o2)c1 (configuration not stated) | 8% | -6% | -1% | -10% | 1% | 3% | -3 | -2% | -27%
COc1ccc(NS(=O)(=O)c2ccc(NC(=O)c3ccccc3Br)cc2)nn1 | 11% | 0% | 6% | 1% | 4% | -9% | 17 | -1% | u
OCCCNC(=S)Nc1ccc2nc(-c3ccccn3)c(-c3ccccn3)nc2c1 | 3% | 10% | -9% | 0% | -23%[57.1 µM] | 4% | 15 | -9% | 9%
COC(=O)C1=C(C(=O)c2ccc(C)cc2)C(c2ccc(OC)c(OC)c2)n2nnnc2N1 (configuration not stated) | 14% | 9% | -3% | 9% | -2% | -11% | 27 | 12% | -9%
CCc1nnc(NC(=O)C2CC(=O)N(Cc3ccco3)C2)s1 (configuration not stated) | -10% | 14% | -1% | 4% | 1% | 1% | 18 | 2% | -2%
CC(=O)c1cccc(NC(=O)N2CCC(NC(=O)c3ccco3)CC2)c1 | u | 3% | 1% | 5% | -2% | 3% | -19 | 11% | -6%
C(=N\Nc1nc2ccccc2s1)/c1ccccn1 | u | u | u | u | u | u | -95* | 6.5µM* | u
Brc1ccc2nc(-c3cccs3)c(NCC3CCCO3)n2c1 (configuration not stated) | -2% | 0% | 21µM* | 1% | -7% | 17% | 34 | -3% | 46%
CN(C)c1ccc(CNc2ccc3c(c2)ncn3C)cc1 | -6% | -2% | 24% | -8% | -8% | -6% | -59* | u | u
COc1ccc(COC(=O)c2ccc(N3CCCC3=O)cc2)cc1F | 0% | 23% | 12% | 1% | -7% | 1% | 3 | -6% | 0%
CCC(C(=O)NN1C(=O)c2ccccc2C1=O)c1ccccc1 (configuration not stated) | 6% | 11% | -2% | 4% | -2% | -5% | 18 | 4% | -6%
Fc1ccc(Br)cc1C1C=C(c2ccc(Br)s2)Nc2ncnn21 (configuration not stated) | u | u | u | 1.3µM* | -33% | -12% | -11 | 1.2µM* | 0.58µM*
CCCOc1ccc(CNC(=S)N/N=C/c2ccc([N+](=O)[O-])cc2)cc1 | u | -25% | 19% | u | -4% | -20% | -7 | u | -1%
COc1ccccc1CCNC(=O)Cn1c(=O)oc2ccccc21 | 15% | 2% | 2% | 16% | 6% | 9% | 4 | 9% | 1%
CCOC(=O)Cn1nnc2c(sc3nc4c(c(-c5ccc(Cl)cc5)c32)CCC4)c1=O | u | u | u | 6% | 8% | -23% | 6 | 5% | -4%
O=C(NC(=S)NCc1ccccc1)c1cccnc1 | u | 13% | 7% | 0% | 4% | 24% | 36 | 4% | -18%
COC(=O)C1C(=O)c2c(n[nH]c2C)CC1(C)C (configuration not stated) | -7% | -11% | 11% | 1% | 10% | 10% | -8 | 3% | -1%
c1ccc(CSc2ccc(-c3ccco3)nn2)cc1 | -11% | -3% | -1% | 0% | -18% | 14% | -5 | 2% | -3%
O=C(NNC(=O)c1cnccc1C(F)(F)F)c1ccccc1 | 30% | u | -2% | -4% | -5% | -2% | -3 | 4% | -16%
O=C1[C@@H]2C(c3cccnc3)=NO[C@@H]2C(=O)N1c1ccc(Br)cc1 | 22% | -2% | 0% | 19% | -27% | -14% | 10 | 15% | -10%
CCn1c(SCC(=O)OC)nnc1-c1c[nH]c2ccccc12 | 26% | 14% | 0% | 25% | 12% | 3% | -3 | 24% | -7%
COc1ccc(C(=O)Nc2ccc3ccccc3c2)cc1OC | -15% | -8% | 11% | 0% | -25% | 49%[activator] | -22 | 14% | -1%
O=C(NNS(=O)(=O)c1ccccc1F)c1sccc1-n1cccc1 | 6% | -5% | -4% | -1% | 11% | -14% | -21 | 17% | -2%
CCN(CC)S(=O)(=O)c1ccc(Cl)c(NC(=O)c2ccc(C#N)cc2)c1 | u | u | -4% | -2% | -20% | -15% | 0 | -17% | -8%
Cc1ccnn1CCC(=O)N1CCCC(Nc2ccc(F)c(F)c2)C1 (configuration not stated) | -25% | -21% | 1% | 7% | -6% | -2% | 0 | -8% | 0%
CSc1nc(N(C)NC(=O)c2ccc(Cl)cc2)c2ccccc2n1 | 2.9µM* | 0.58µM* | u | 0.73µM* | -28% | -12% | 0 | u | 0.58µM*
CCCCCC(=O)NC(NC(=S)NC1CCS(=O)(=O)C1)C(Cl)(Cl)Cl (configuration not stated) | 3% | 2% | -4% | -5% | -4% | 7% | 0 | -10% | 0%
O=C(Nc1nnc(SCC(=O)N2CCOCC2)s1)C1CC(=O)N(c2ccccc2)C1 (configuration not stated) | -8% | 1% | 3% | 0% | -8% | -9% | -6 | 19% | 1%
O=C(Nc1ccc(F)c([N+](=O)[O-])c1)C1CC(=O)N(Cc2ccccc2)C1 (configuration not stated) | 0% | 0% | -3% | -6% | -4% | 25% | -91* | -1% | -1%
Cc1c(C)c2cccnc2c2ncccc12 | u | 6.5µM* | u | 10µM* | -7%[11.6 µM] | u | -4 | 5.2µM* | u
N#Cc1nc(Cc2ccccc2)oc1NCCN1CCOCC1 | -2% | 8% | -3% | 1% | 0%[57.1 µM] | 10% | 27 | -5%[9.24 µM] | 1%
CC1Cc2ccccc2N1C(=O)CN1CCCCC1 (configuration not stated) | -7% | 13% | -1% | 4% | 17% | 1% | 0 | 5% | 2%
Cc1ccc(-n2nc(C)c3c(C(=O)OCC(=O)N(C)C4CCS(=O)(=O)C4)cc(-c4ccccc4)nc32)cc1 (configuration not stated) | -18% | 2% | 21µM*! | 1% | u | -18%[11.3 µM] | -4 | 12% | 4%&14%
CCOC(=O)C1=C(CN2CCSCC2)NC(=O)NC1c1cc(C)ccc1C (configuration not stated) | -18% | 7% | 3% | -22% | -8%[57.1 µM] | -3% | 18 | 2%[9.24 µM] | 20%
COc1ccc2[nH]cc(CCNC(=O)c3ccccc3Cl)c2c1 | 12% | -1% | 17% | 3% | -4%[57.1 µM] | 3% | 3 | 3% | -2%
COc1ccccc1N1CCN(C(=O)CSc2nnc(NC(=O)C3CC3)s2)CC1 | 8% | -4% | 4% | -2% | 8% | -11% | 20 | -3% | 4%
COCCNC(=O)C1CCCN(C(=O)COCc2ccccc2)CC1 (configuration not stated) | 4% | 0% | x | 26% | -4% | 14% | 11 | 18% | x
CC(C)Cn1c(SCC(=O)NCc2ccc(Cl)cc2)nnc1-c1cccc(S(=O)(=O)N2CCOCC2)c1 | -11% | -5% | 3% | u | 3% | -14% | -1 | -16% | 0%
NS(=O)(=O)c1ccc(CCNC(=O)C(=O)c2c[nH]c3ccccc23)cc1 | 27% | -22% | 3% | -4% | -3% | -14% | 12 | -7% | -2%
COc1ccc(-c2csc(C(C)(O)c3cccc(F)c3)n2)cc1 (configuration not stated) | 4% | 0% | x | -30% | -8% | 0% | -5 | u | x

Taken from above (7 entries):
SMILES | KB-V1 cytotox | KB-3-1 cytotox | MCF10A rereplic | HT1080NT lethal | WRN inhibitor | ATXN2 expr inh | IL1B secr inh | HT1080 IDH1KD tx | SW480 rerep
NNC(=O)CCN(Cc1ccco1)S(=O)(=O)c1ccc(Cl)cc1 | 0% | 1% | 0% | -2% | -4% | -13% | -20 | 2% | -2%
O=[N+]([O-])c1cccc(-c2n[nH]c(=S)n2Cc2ccccc2)c1 | 25% | 0% | 20% | 11% | -10% | 2% | 23 | 2% | 1%
C=CCn1c(-c2ccoc2)n[nH]c1=S | 13% | 3% | -3% | 1% | -15% | -4% | 20 | -5% | -8%
Cc1cccc(-c2nc(CS(=O)CC(=O)NC3CCCCC3)c(C)o2)c1 (configuration not stated) | 8% | -6% | -1% | -10% | 1% | 3% | -3 | -2% | -27%
COc1ccc(NS(=O)(=O)c2ccc(NC(=O)c3ccccc3Br)cc2)nn1 | 11% | 0% | 6% | 1% | 4% | -9% | 17 | -1% | u
OCCCNC(=S)Nc1ccc2nc(-c3ccccn3)c(-c3ccccn3)nc2c1 | 3% | 10% | -9% | 0% | -23%[57.1 µM] | 4% | 15 | -9% | 9%
COC(=O)C1=C(C(=O)c2ccc(C)cc2)C(c2ccc(OC)c(OC)c2)n2nnnc2N1 (configuration not stated) | 14% | 9% | -3% | 9% | -2% | -11% | 27 | 12% | -9%
